Screening results: PubChem, National Center for Advancing Translational Sciences (NCATS)
TRHR agonist – agonists of human TRH receptor. P34981. TRHR cells, calcium flux fluo-8, FDSS agonist mode. activation, % at 2 µM. 0.18% of 360,000 active; in the data active means activation above about 30%; further: 0% is about no effect
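Fluo-8-loaded TRHR cells; 10 s baseline, compound added, kinetic Ca2+ fluorescence read 1/s, agonist mode.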
D2 ag – D2 dopamine receptor (human) agonism. HEK293 T-REx D2 cells, calcium flux agonist mode. activation, % at 2 µM. 0.53% of 340,000 active. AID 485358;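 active means activation over 3 SD above normal in the single-dose calcium agonist read, cut at about 30% in these data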; further: 0% is about no effect
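HEK293 Trex D2 cells, tetracycline-induced, o/n 30 C 5% CO2; no-wash Ca dye, RT 30–90 min; 10-cycle baseline, 23 nl cpd added, kinetic Ca read 180 s; agonist hits = positive Ca response.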
IDH1 R132H inh – inhibitors of human mutant IDH1 R132H; O75874; IDH1-R132H enzyme, NADPH consumption, diaphorase/resazurin fluorescence; Potency, µM (series often up to 76.6 µM), for the others: top-dose activity change, negative = inhibition, actives largely listed as inhibitors; 0.093% of 390,000 active; AID 602179; further: potency means the concentration at half of the fitted maximal effect; on the % scale 0 is the no-effect control and ±100 the full control effect; nearly all actives have a fitted effect of over 65% in size
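IDH1-R132H (0.5 ug/mL dispensed) in pH 7.5 Tris buffer was preincubated 30 min with compound, then given a substrate mix of 0.016 mM NADPH and 2 mM alpha-KG for 80 min at room temperature; remaining NADPH was read by diaphorase/resazurin fluorescence.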
TRHR enhancer – TRH receptor (human) allosteric enhancement; P34981; TRHR cells, fluo-8 calcium fluorescence, EC20 TRH enhancement; enhancement, % at 2 µM; 0.66% of 360,000 active; AID 493056; in the data active means enhancement above about 30%; further: 0% is about no effect
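TRHR-expressing cells loaded with fluo-8 calcium dye were read kinetically (ex 480/em 530) during compound addition, then stimulated with an EC20 of TRH (10 nM final). Enhancement of the Gq-mediated intracellular calcium response was scored.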
PI4K2A block – inhibitors of human PI4K2A; Q9BTU6; purified PI4K2A, ADP-Glo luminescence, 1 h; stronger effect = lower value; activity change, negative = inhibition, % at 76.9 µM; 0.13% of 420,000 active; AID 1346378; in the data active means activity change below about -50%; inconclusive means mostly about -30% to -49%;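 further: -100% = wells without enzyme as full effect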
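Compounds are screened against recombinant PI4K2A using PI as substrate and ATP, the latter dispensed at 300 microM. Reactions run one hour at ambient temperature before ADP-Glo detection; full inhibition defined by wells lacking enzyme.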
D2 antag – antagonizes the human D2 dopamine receptor; HEK293 TREx D2 cells, calcium flux, dopamine EC80; inhibition, % at 10 µM; 2% of 340,000 active; AID 485344; P14416; in the data active means inhibition above about 30%; further: 0% is about no effect
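Dopamine at EC80 is the agonist stimulus; test compounds precede it by 180 s. Calcium flux read kinetically in a force-coupled, inducible HEK293 T-REx D2 cell line.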
TrxR1 substrate – is turned over as a substrate by rat TrxR1; O89049; purified TrxR1 substrate turnover, NADPH consumption readout; Potency, µM (top dose mostly 114 µM), for inactives: top-dose activity change, negative = substrate turnover; 0.01% of 390,000 active; further: potency means the concentration at half of the fitted maximal effect; on the % scale 0 is the no-effect control and ±100 the full control effect; nearly all actives have a fitted effect of over 50% in size
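Rat TrxR1, dispensed at 90 nM, was prereduced with 400 uM NADPH (final) for 5 min at ~22 deg C, then incubated with compound 15 min before 400 uM selenite. A first-read NADPH fluorescence drop versus no-compound background flagged substrates.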
rTrxR1 inhibitor – blocks rat thioredoxin reductase 1; O89049; recombinant rTrxR1, NADPH fluorescence consumption, selenite substrate; Potency, µM (series often up to 114 µM), for the others: at the top dose activity change, negative = inhibition, most hits filed as inhibitors; 1% of 390,000 active; AID 588453; further: potency means the concentration at half of the fitted maximal effect; on the % scale 0 is the no-effect control and ±100 the full control effect; nearly all actives have a fitted effect of over 65% in size
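Rat TrxR1 (90 nM in the dispensed reagent) was pre-reduced with 400 uM NADPH for 5 min at room temperature, then incubated with compound for 15 min. After 400 uM selenite was added, NADPH fluorescence (Ex 340/Em 450 nm) was followed for 8 min.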
USP1 inh – blocks the human USP1/UAF1 deubiquitinase complex; Potency, µM (series often up to 57.1 µM), for inactives: top-dose activity change, negative = inhibition, hits mostly inhibitors; recombinant USP1/UAF1, Ub-Rhodamine cleavage fluorescence; 0.23% of 390,000 active; further: potency means the concentration at half of the fitted maximal effect; on the % scale 0 is the no-effect control and ±100 the full control effect; nearly all actives have a fitted effect of over 60% in size; inactives centre near -12
Target sequence (O94782 whole entry, looked up): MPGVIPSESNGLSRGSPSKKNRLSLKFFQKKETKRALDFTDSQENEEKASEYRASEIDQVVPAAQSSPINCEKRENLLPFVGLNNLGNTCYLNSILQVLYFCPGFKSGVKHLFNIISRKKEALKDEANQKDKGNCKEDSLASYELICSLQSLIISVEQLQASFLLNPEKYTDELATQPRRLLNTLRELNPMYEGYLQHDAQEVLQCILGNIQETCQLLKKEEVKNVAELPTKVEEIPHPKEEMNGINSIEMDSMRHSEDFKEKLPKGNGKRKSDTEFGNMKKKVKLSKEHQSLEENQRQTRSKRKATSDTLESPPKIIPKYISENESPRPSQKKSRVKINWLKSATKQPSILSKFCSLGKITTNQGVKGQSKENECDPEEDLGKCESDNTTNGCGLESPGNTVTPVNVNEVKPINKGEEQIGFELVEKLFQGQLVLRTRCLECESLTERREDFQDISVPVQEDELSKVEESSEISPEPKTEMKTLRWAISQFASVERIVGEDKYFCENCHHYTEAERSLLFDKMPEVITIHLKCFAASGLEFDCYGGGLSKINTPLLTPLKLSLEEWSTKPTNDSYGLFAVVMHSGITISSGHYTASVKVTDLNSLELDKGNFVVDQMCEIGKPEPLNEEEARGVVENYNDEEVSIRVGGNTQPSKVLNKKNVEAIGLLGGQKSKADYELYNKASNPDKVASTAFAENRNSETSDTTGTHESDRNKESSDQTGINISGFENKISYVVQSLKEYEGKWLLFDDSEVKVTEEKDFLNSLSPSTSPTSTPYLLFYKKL
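High-throughput fluorogenic screen: 1nM USP1/UAF1 complex, Ub-Rho substrate 150nM final, 50mM HEPES pH 7.8 with 0.5mM EDTA, 0.1 mg/ml BSA, 1mM TCEP and 0.01% Tween-20.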
Starred values were filed as active, the others as inactive; ? = inconclusive; · = not tested or not shown; [ ] = another dose, or the depositor's remark. Unless noted, the call rests on the fitted dose curve; in most records, active means well fitted inhibition curve with a large enough effect; inconclusive means small, poorly fitted or top-dose-only effect; inactive means no such curve, though single readings can be large or run the other way.

compound	TRHR agonist	D2 ag	IDH1 R132H inh	TRHR enhancer	PI4K2A block	D2 antag	TrxR1 substrate	rTrxR1 inhibitor	USP1 inh
C#CCOCCOCCOCCNc1nc(N2CCN(C(=O)CCCCCCCCCCNC(=O)Cn3cc(C[C@@H](C)O)nn3)CC2)nc(N2CCN(C(=O)CCCCCCCCCCNC(=O)[C@@H]([C@H](C)CC)n3cc(CCCCCN)nn3)CC2)n1	-0.3	0.7	5%[38.3 µM]	3	0	11	5%	-7%	?
O=S(=O)(c1ccc(NC(=S)NC2CCCC2)cc1)N1CCCC1	1.7	-0.2	-2%	5	2	12	4%[57.1 µM]	-14%[57.1 µM]	-3%
Cc1c(C(=O)N2CCN(c3ncccn3)CC2)oc2c(Cl)cccc12	0.2	0.3	9%	1	-2	1	4%	13%	-21%
O=C(NCCN=C1NS(=O)(=O)c2ccccc21)c1ccc(S(=O)(=O)N2CCOCC2)cc1	1.4	0.0	6%	5	-9	9	-2%[57.1 µM]	-39%	-10%
CCOC(=O)c1nccnc1C(=O)Nc1ccc(C(F)(F)F)cc1	0.1	0.1	4%	0	0	1	5%[57.1 µM]	19%[57.1 µM]	?
CCC1CCCCN1CC(=O)c1c(C)[nH]c2cc(C)ccc12 (stereo not given)	0.1	0.6	2%	12	-1	33*	5%	-2%[57.1 µM]	-13%
COc1ccccc1-n1cc(CN2CCN(CC(C)C)C(CCO)C2)cn1 (stereo not given)	0.2	0.7	-4%	1	6	6	2%	26%	-15%
Cc1cc(C)c(NC(=O)C2CCN(c3nn4c(=O)cc(C)nc4s3)CC2)c(C)c1	-0.9	-0.1	-16%	-1	0	·	2%	12%	-20%
CN1CCN(CCCNC(=O)c2ccc(/C=C3\Oc4ccccc4N(Cc4ccc(Cl)cc4)C3=O)cc2)CC1	-0.9	-3.0	-6%	3	5	1	-6%	17%	-21%
Cc1ccc(Cn2c(C)c3cnn(CC(=O)NCc4ccccc4)c(=O)c3c2C)cc1	-1.1	-1.3	-9%	-9	-4	·	-8%	-19%	-2%
COC(=O)C1=C(C)NC(C)=C(C(=O)OC)C1/C=C/c1ccccc1	-0.9	-0.4	-1%	16	-5	-8	13%	17%	-19%
O=C(/C=C/c1ccc(Cl)cc1Cl)N1CCN(c2ccc([N+](=O)[O-])c(N3CCOCC3)c2)CC1	0.2	-1.6	10%	3	0	-9	-2%	7%	-14%
O=C(Nc1cccc([N+](=O)[O-])c1)C1C2/C=C\CCCCC21 (stereo not given)	-0.4	-1.9	-3%	-9	0	-2	0%	10%	-20%
CC(NS(=O)(=O)c1ccccc1)C(N)=O (stereo not given)	-0.5	0.0	10%	3	2	-13	-3%	-10%	-7%
Cc1ccc(O)c(-c2ccnc3cc(-c4ccc(Cl)cc4)nn23)c1	1.0	0.1	-10%	6	2	·	16%[11.4 µM]	12%	-20%
CC(C)CC(=O)NCC(C)NC(=O)CC(C)C (stereo not given)	-0.7	0.3	1%	13	0	-20	16%[57.1 µM]	6%[57.1 µM]	-8%
CCC(=O)Nc1cc2nn(-c3ccc(OC)cc3)nc2cc1C	0.6	0.4	9%	3	-3	-15	53%[activator]	30%	7%
COC(=O)CCNC(=O)Cc1c(C)n(C(=O)c2ccc(Cl)cc2)c2ccc(OC)cc12	-1.2	-1.0	8%	-11	-21	-10	-13%	4%[57.1 µM]	-6%
CCC(C)NC(=O)Cn1nc(C(F)(F)F)c2c1CCCC2 (stereo not given)	-0.2	-0.3	-9%	0	8	-16	-1%	14%	1%
Cc1ccc2c(c1)N(C(=O)CCC(=O)NCc1cccs1)CC(C)O2 (stereo not given)	-0.9	-1.0	0%	-3	0	·	5%	-2%	-5%
CC(=O)Nc1ccc(NC(=O)CCn2c(=S)oc3ccccc32)cc1	0.3	1.0	-11%	-2	-1	12	-1%	12%	0%
CCc1cccc(CC)c1NC(=S)N1CCn2cccc2C1c1ccncc1 (stereo not given)	0.2	0.0	-2%	-5	6	1	9%[57.1 µM]	11%[57.1 µM]	-20%
Cc1ccc(/C=c2\sc3n(c2=O)CN(c2ccc(Br)cc2)CN=3)o1	0.5	0.4	-1%	-9	-16	9	-17%	?	-21%
Cc1ccc(Cn2c(=O)n(CC3CCC(C(=O)N4CCC(C)CC4)CC3)c(=O)c3sccc32)cc1 (stereo not given)	0.0	-0.2	-18%	-4	4	·	0%[57.1 µM]	17%[57.1 µM]	-7%
Cc1ccc(C)c(-n2c(Cc3cc(=O)[nH]c(=O)[nH]3)nnc2SCC(=O)NCC2CCCO2)c1 (stereo not given)	0.7	-0.2	-11%	-5	-6	0	10%	9%	-11%
Cc1ccc(S(=O)(=O)N[C@H](C(=O)OCC(=O)N2N=C(c3ccc(Cl)cc3)CC2c2ccco2)C(C)C)cc1 (stereo not given in full)	1.2	0.8	3%	-1	2	-5	-11%	-1%	-13%
COC(=O)C1=C(C)N(C(C)c2ccccc2)C(=O)C1 (stereo not given)	-0.3	0.2	0%	12	0	1	13%[57.1 µM]	-44%	-12%
c1ccc(Oc2cccc(CN3CCOCC3)c2)cc1	-0.4	·	5%	-5	0	·	-1%	6%	-3%
Cc1occc1-c1nnc(SCC(=O)NC2CC2)n1C(C)C	-0.7	0.8	0%	-8	-1	1	2%	23%	-10%
CCOC(=O)N1CCN(C(=O)CNC(=O)c2nn(-c3ccc(OC)cc3OC)c(=O)c3ccccc23)CC1	-0.7	-0.4	-5%	3	-3	-12	-5%[57.1 µM]	-7%[57.1 µM]	-17%

D2 antag, hit marks shown above
structure,TRHR agonist,IDH1 R132H inh,TRHR enhancer,PI4K2A block,D2 antag,TrxR1 substrate,rTrxR1 inhibitor,USP1 inh
CCC1CCCCN1CC(=O)c1c(C)[nH]c2cc(C)ccc12 (stereo not given),0.1,2%,12,-1,33*,5%,-2%[57.1 µM],-13%

More compounds follow.
compound	TRHR agonist	D2 ag	IDH1 R132H inh	TRHR enhancer	PI4K2A block	D2 antag	TrxR1 substrate	rTrxR1 inhibitor	USP1 inh
CC1CCC(NC(=O)C2CCC(CNS(=O)(=O)c3ccccc3)CC2)CC1 (stereo not given)	0.0	1.5	-7%	5	-3	8	9%	20%	-28%
COc1ccc(/C=N/n2c(N)c(S(=O)(=O)c3cccs3)c3nc4ccccc4nc32)cc1OC	-0.1	0.4	4%	0	3	-3	12%	-19%	-16%
N#C/C(=C/c1cn(-c2ccccc2)nc1-c1cccc(OCc2ccccc2)c1)C(=O)NCCCn1ccnc1	1.1	0.9	0%	1	-1	0	-1%	-3%	-5%
CCOC(=O)c1sc(NC(=O)CSc2nc3ccccc3s2)c(C(=O)OCC)c1C	0.1	-0.4	·	29	·	-9	·	·	·
O=C(NC1CCCCCC1)c1ccco1	0.2	-0.3	-1%	-2	2	10	0%	-21%	-11%
O=C(O)c1ccccc1-c1ccccc1C(=O)Nc1cccc(-c2nc3ccccc3o2)c1	0.2	0.6	1%	6	0	3	12%[57.1 µM]	37%[activator][57.1 µM]	?
COc1ccc(NC(=O)c2ccc3ccccc3n2)cc1S(=O)(=O)Nc1ccccc1Cl	0.4	-1.0	7%	-11	1	-3	-7%	-4%	-17%
N#Cc1nc(Cc2cccc3ccccc23)oc1NCCN1CCCCC1	0.8	0.8	3%	22	-2	-10	10%	8%	-14%
CN(C)c1ccc2c(c1)OC(N)=C(C#N)C2c1cccc(F)c1 (stereo not given)	21	15	-8%	-4	1	5	-11%	?	?
CSc1ccc(CN2CCC(Oc3cccc(C(=O)N4CCCC4)c3)CC2)cc1	0.2	0.8	7%	-6	4	-34	-7%	-17%	2%
CCOc1ccccc1NC(=O)C1CCCN(S(=O)(=O)c2cccc3cccnc23)C1 (stereo not given)	0.3	·	7%	-3	-1	·	-12%[57.1 µM]	8%[57.1 µM]	-16%
Cc1ccc(-n2ncc3c(N(C)Cc4ccccc4)ncnc32)cc1	0.7	-0.4	17%	-3	3	·	2%[57.1 µM]	18%[57.1 µM]	-33%
CCOc1cc2sc(N3CCC(C(=O)NCCCN4CCCC4=O)CC3)nc2cc1Br	0.4	·	2%	3	-4	·	-1%	22%	2%
CC1Cc2ccccc2N1C(=O)CSc1nnnn1C (stereo not given)	-0.4	0.4	4%	15	1	9	4%	20%	-3%

Nothing new here: entries from further up.
compound	TRHR agonist	D2 ag	IDH1 R132H inh	TRHR enhancer	PI4K2A block	D2 antag	TrxR1 substrate	rTrxR1 inhibitor	USP1 inh
CSc1ccc(CN2CCC(Oc3cccc(C(=O)N4CCCC4)c3)CC2)cc1	0.2	0.8	7%	-6	4	-34	-7%	-17%	2%
CCOc1ccccc1NC(=O)C1CCCN(S(=O)(=O)c2cccc3cccnc23)C1 (stereo not given)	0.3	·	7%	-3	-1	·	-12%[57.1 µM]	8%[57.1 µM]	-16%

An excerpt from above in order of their number in TrxR1 substrate, rising.
compound	TrxR1 substrate
CN(C)c1ccc2c(c1)OC(N)=C(C#N)C2c1cccc(F)c1 (stereo not given)	-11%
CC1Cc2ccccc2N1C(=O)CSc1nnnn1C (stereo not given)	4%
CC1CCC(NC(=O)C2CCC(CNS(=O)(=O)c3ccccc3)CC2)CC1 (stereo not given)	9%

An unsorted share of the library; 3.9% or so of the library scored in one or more.
